Bioassay records (PubChem BioAssay)
ZTA counter – ZTA (EBV) inhibition in EBNA-1 counter-screen; P03206; inhibition, % at 11 µM; ZTA-DNA binding, fluorescence polarization; AID 2234; 320,000 tested, 0.15% active; in the data active = inhibition above about 33%
Target sequence (P03206 whole entry, looked up): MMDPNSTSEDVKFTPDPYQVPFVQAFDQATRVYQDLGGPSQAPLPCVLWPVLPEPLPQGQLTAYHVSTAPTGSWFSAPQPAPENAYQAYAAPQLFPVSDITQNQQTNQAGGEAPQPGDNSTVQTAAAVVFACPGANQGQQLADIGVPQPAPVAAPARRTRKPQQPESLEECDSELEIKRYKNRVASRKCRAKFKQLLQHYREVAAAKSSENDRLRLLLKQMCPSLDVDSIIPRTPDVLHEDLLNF
Efflux pump inh – inhibitors of Candida antifungal efflux pumps expressed in yeast; AID 485275; 330,000 tested, 0.44% active; inhibition, % at 10 µM; S. cerevisiae Candida pump triplex, Nile Red efflux;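 active = plate passing quality check with inhibition over a set limit, or well fluorescence over plate mean plus 4 SD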;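 note: Nile Red retained in pooled yeast measured as flow cytometry median fluorescence; 0% = buffer negative control and 100% = Enniatin B positive control; higher means more Nile Red kept so more efflux inhibition; some compounds called inactive have numbers as strong as hits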
BCLXL inh – inhibitors of human Bcl-xL; Q07817; GST-Bcl-xL / FITC-Bim BH3 peptide fluorescence polarization; inhibition, % at 10.9 µM; 320,000 tested, 0.7% active;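 active = inhibition above the mean of all tested compounds plus 3 SD, cutoff set per campaign, cut at about 30% in these data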;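 note: 0% = DMSO wells and 100% = unlabeled Bim-BH3 peptide competitor; inhibitors lower millipolarization by displacing the labeled peptide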
Target sequence (Q07817 whole entry, looked up): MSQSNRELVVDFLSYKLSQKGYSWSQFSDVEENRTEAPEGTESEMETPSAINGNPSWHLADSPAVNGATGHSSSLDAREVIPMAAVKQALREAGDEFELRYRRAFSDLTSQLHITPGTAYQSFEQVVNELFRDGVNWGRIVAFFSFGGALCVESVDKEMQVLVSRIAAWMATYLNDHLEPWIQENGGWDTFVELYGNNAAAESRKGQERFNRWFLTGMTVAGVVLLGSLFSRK
MEX-5 binding – C. elegans MEX-5 TCR-2 RNA binding activity. Q9XUB2. MEX-5/FITC-TCR2 RNA binding, fluorescence polarization; active compounds read low. activity score (negative = inhibition of binding), % at 10 µM. 300,000 tested, 0.38% active. AID 1832;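 active = inhibition past about -25% in most replicates, and total fluorescence under double the plate's negative control median, limit read from the data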;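 note: 0% = DMSO and -100% = 5 µM competing unlabeled TCR2 RNA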
CR mimetic SO – yeast age-related superoxide inhibition as caloric restriction mimetic. S. cerevisiae aged cells, superoxide DHE fluorescence; active compounds read low. superoxide response (% of plate mean), % at 10 µM. 330,000 tested, 0.18% active. AID 2690;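 active = superoxide response under a set limit, about three screen SD below normal, cut at about 65% in these data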;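 note: yeast aged for seven days with compound at 30 °C before DHE staining; 100% = average MFI of all compound-treated wells on the plate with controls excluded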
GLD-1 TGE inh – GLD-1-TGE RNA interaction inhibition (C. elegans); Q17339; purified GLD-1 + fluorescein TGE RNA, fluorescence polarization; inhibition, % at 5.96 µM; 320,000 tested, 0.44% active; AID 2280;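 active = percent inhibition above a per-plate cutoff, the plate mean of test compounds plus 3 SD, cut at about 30% in these data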;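 note: 0% = DMSO wells with GLD-1 and probe and 100% = wells lacking GLD-1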
Target sequence (Q17339 whole entry, looked up): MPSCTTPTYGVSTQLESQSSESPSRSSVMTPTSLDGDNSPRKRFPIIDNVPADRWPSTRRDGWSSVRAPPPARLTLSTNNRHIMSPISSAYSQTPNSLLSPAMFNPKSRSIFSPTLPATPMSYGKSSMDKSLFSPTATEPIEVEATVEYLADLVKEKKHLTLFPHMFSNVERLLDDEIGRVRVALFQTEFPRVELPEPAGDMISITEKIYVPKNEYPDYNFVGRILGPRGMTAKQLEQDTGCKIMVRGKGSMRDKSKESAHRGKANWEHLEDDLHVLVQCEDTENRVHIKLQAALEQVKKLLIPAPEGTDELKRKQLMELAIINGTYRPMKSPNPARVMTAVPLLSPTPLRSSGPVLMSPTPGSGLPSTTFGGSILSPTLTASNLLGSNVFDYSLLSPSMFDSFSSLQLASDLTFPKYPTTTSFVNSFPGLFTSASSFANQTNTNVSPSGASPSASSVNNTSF
EBNA-1 inhibitor – blocks EBNA-1 binding to DNA. 300,000 tested, 0.34% active. EBNA-1 DNA binding, fluorescence polarization. AID 1950. inhibition, % at 14.8 µM; in the data active = inhibition above about 28%
MCL1 BIM primary – MCL1-BIM-BH3 interaction inhibition (human); Q07820; GST-MCL1 / FITC-Bim-BH3 fluorescence polarization; inhibition, % at 10.9 µM; 320,000 tested, 0.68% active;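 active = inhibition above the mean inhibition of all tested compounds plus 3 SD, set per campaign, cut at about 40% in these data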;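 note: 0% = DMSO wells and 100% = unlabeled Bim-BH3 peptide control; higher means more loss of mP so more displacement of Bim peptide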
Fam108B inh – blocks mouse Fam108B hydrolase in RBBP9 counter-screen; AID 1947; recombinant Fam108B, FP-Rh probe fluorescence polarization; inhibition, % at 9.51 µM; 300,000 tested, 0.33% active;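 active = inhibition above the screen mean inhibition plus 3 SD, computed separately per campaign, cut at about 18% in these data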;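 note: inhibitors lower polarization as less probe binds the enzyme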
An asterisk follows results filed as active; . = not tested or not shown; + = active, no number; & = joins results of further samples. These rows are one share of the data; count on the stated rates, not on these rows.

SMILES | ZTA counter | Efflux pump inh | BCLXL inh | MEX-5 binding | CR mimetic SO | GLD-1 TGE inh | EBNA-1 inhibitor | MCL1 BIM primary | Fam108B inh
COc1cc(N)c(Cl)cc1C(=O)N[C@H]1CCN(CCCOc2ccc(F)cc2)C[C@H]1OC | -16.5 | 0.0 | 7.1 | . | 95.7 | 3.4 | 8.6 | 7.3 | -1.3
C[C@H](CCC(=O)O)[C@H]1CC[C@H]2[C@@H]3[C@H](O)C[C@@H]4C[C@H](O)CC[C@]4(C)[C@H]3CC[C@]12C | -20.0 | 0.1 | 3.1 | . | 107.1 | 2.7 | -3.8 | 7.5 | -0.3
Cc1cc(=O)oc2cc(O)ccc12 | 3.5 | 0.3 | 2.1 | -1.0 | 94.3 | 9.7 | -3.5 | -0.2 | 0.3
CC1(C)O[C@@H]2C[C@H]3[C@@H]4C[C@H](F)C5=CC(=O)C=C[C@]5(C)[C@@]4(F)[C@@H](O)C[C@]3(C)[C@]2(C(=O)CO)O1 | 4.8 | 0.0 | 8.9 | 0.3 | 103.2 | 3.5 | 6.0 | 1.2 | 2.8
Cn1ccc2cc3c(cc21)CCN3C(=O)Nc1cccnc1 | 8.3 | 0.1 | 17.3 | . | 100.4 | -2.8 | -3.0 | 46.5* | 8.0
COC(=O)N/N=C/c1c[n+]([O-])c2ccccc2[n+]1[O-] | 17.7 | -0.1 | 4.2 | -1.2 | 87.8 | 6.4 | 3.9 | 5.8 | -0.9
CN(C)CCCSc1ccccc1NC(=O)/C=C/c1ccccc1 | -12.6 | -0.1 | 1.2 | 0.1 | 93.3 | 3.3 | -8.3 | 5.7 | 3.7
CCc1ccccc1OC[C@@H](O)CN[C@H]1CCCc2ccccc21 | 10.7 | 0.1 | -3.4 | . | 90.3 | 0.6 | 7.1 | -5.0 | -3.8
Cc1c(C)n(Cc2ccccc2)c2ccc(C(=O)OCCN(C)C)cc12 | 8.1 | 0.1 | -3.1 | -4.0 | 101.4 | 7.9 | -1.3 | -10.8 | 4.1
CC(C)(C)NCC(O)COc1cccc2c1CC(O)C(O)C2 (stereo unspecified) | 11.1 | 0.0 | -2.7 | . | 113.9 | 1.4 | -3.2 | 5.2 | 5.0
Nc1ncnc2c1c(-c1ccc(Oc3ccccc3)cc1)cn2C1CCCC1 | 8.1 | 0.1 | -1.3 | . | 99.7 | 0.9 | -2.0 | -1.4 | -0.4
C[C@@H]1C[C@H]2[C@@H]3CCC4=CC(=O)C=C[C@]4(C)[C@@]3(Cl)[C@@H](O)C[C@]2(C)[C@@]1(OC(=O)c1ccco1)C(=O)CCl | -11.5 | 0.1 | 3.2 | . | 99.7 | 1.5 | 2.1 | 8.1 | -16.9
CC(=O)Oc1ccc2c(C)cc(=O)oc2c1 | -4.0 | -0.2 | -0.2 | -2.8 | 95.9 | -4.6 | -10.4 | 2.9 | -0.3
O=C(Nc1cc(-c2ccccc2)nn1-c1ccccc1F)c1ccc([N+](=O)[O-])cc1 | 16.4 | -0.1 | -7.8 | . | 94.8 | 3.7 | 11.7 | -3.9 | -0.1
CN(C)C/C=C(\c1ccc(Br)cc1)c1cccnc1 | 8.4 | 0.0 | 4.0 | . | 101.5 | -4.6 | -9.3 | 8.2 | 4.4
C/C(=N\NC(=S)NCc1ccccc1)C1CCCCC1 | -0.3 | 0.1 | -0.1 | 1.2 | 107.9 | 1.1 | -3.7 | -0.1 | 0.0
CCCC(=O)O[C@]1(C(=O)COC(C)=O)CC[C@H]2[C@@H]3C[C@H](F)C4=CC(=O)C=C[C@]4(C)[C@@]3(F)[C@@H](O)C[C@@]21C | 8.5 | 0.0 | -0.5 | 3.2 | 95.9 | 1.7 | 6.1 | 1.4 | 2.3
CC1O[C@@H](OCC2O[C@@H](Oc3cc(O)c4c(c3)OC(c3ccc(O)cc3)CC4=O)[C@H](O)[C@@H](O)[C@@H]2O)[C@H](O)[C@H](O)[C@H]1O (stereo partly specified) | -4.6 | 0.2 | 2.9 | . | 61.5* | -9.9 | -1.0 | 2.1 | 2.3
CC(=O)OCC(=O)[C@@]1(O)CC[C@H]2[C@@H]3CCC4=CC(=O)C=C[C@]4(C)[C@@]3(F)[C@@H](O)C[C@@]21C | -17.2 | 0.0 | 0.8 | . | 95.2 | 3.1 | 2.8 | 6.0 | 4.0
CC(C)(C)NCC(O)COc1cccc2c1C[C@H](O)[C@H](O)C2 (stereo partly specified) | 9.4 | 0.0 | 0.0 | 0.1 | 92.2 | 1.7 | 5.9 | -5.0 | -1.0

Complete entries from above:
Cc1cc(=O)oc2cc(O)ccc12 is listed as ZTA counter = 3.5; Efflux pump inh = 0.3; BCLXL inh = 2.1; MEX-5 binding = -1.0; CR mimetic SO = 94.3; GLD-1 TGE inh = 9.7; EBNA-1 inhibitor = -3.5; MCL1 BIM primary = -0.2; Fam108B inh = 0.3
O=C(Nc1cc(-c2ccccc2)nn1-c1ccccc1F)c1ccc([N+](=O)[O-])cc1 is listed as ZTA counter = 16.4; Efflux pump inh = -0.1; BCLXL inh = -7.8; MEX-5 binding = .; CR mimetic SO = 94.8; GLD-1 TGE inh = 3.7; EBNA-1 inhibitor = 11.7; MCL1 BIM primary = -3.9; Fam108B inh = -0.1

Returning to the listing; the 3 compounds before the break are reprinted first.
SMILES | ZTA counter | Efflux pump inh | BCLXL inh | MEX-5 binding | CR mimetic SO | GLD-1 TGE inh | EBNA-1 inhibitor | MCL1 BIM primary | Fam108B inh
CC1O[C@@H](OCC2O[C@@H](Oc3cc(O)c4c(c3)OC(c3ccc(O)cc3)CC4=O)[C@H](O)[C@@H](O)[C@@H]2O)[C@H](O)[C@H](O)[C@H]1O (stereo partly specified) | -4.6 | 0.2 | 2.9 | . | 61.5* | -9.9 | -1.0 | 2.1 | 2.3
CC(=O)OCC(=O)[C@@]1(O)CC[C@H]2[C@@H]3CCC4=CC(=O)C=C[C@]4(C)[C@@]3(F)[C@@H](O)C[C@@]21C | -17.2 | 0.0 | 0.8 | . | 95.2 | 3.1 | 2.8 | 6.0 | 4.0
CC(C)(C)NCC(O)COc1cccc2c1C[C@H](O)[C@H](O)C2 (stereo partly specified) | 9.4 | 0.0 | 0.0 | 0.1 | 92.2 | 1.7 | 5.9 | -5.0 | -1.0
CCC(C(=O)Nc1ccccc1N1CCCC1)c1ccccc1 (stereo unspecified) | -0.1 | -0.4 | -1.4 | 0.7 | 109.2 | 6.5 | -3.3 | -0.4 | -0.6
CCCCN(CCCC)CCCOC(=O)c1ccc(N)cc1 | 7.4 | 0.1 | 6.2 | 4.2 | 98.2 | 4.5 | 5.1 | 11.0 | 1.2
O=C1c2c(O)ccc(O)c2C(=O)c2c(NCCNCCO)ccc(NCCNCCO)c21 | + | 0.1 | 1.3 | . | 32.7* | 15.0 | 110.4* | 12.0 | 6.1
O=C(O)Cc1cn(-c2ccccc2)nc1-c1ccc(Cl)cc1 | 12.9 | 0.2 | 0.0 | -0.5 | 148.3 | -3.7 | 0.3 | -0.3 | -4.5
CCCOc1ccc(C(=O)OCCN(CC)CC)cc1N | 5.6 | -0.1 | 6.7 | 1.2 | 110.4 | -2.8 | -2.9 | 8.8 | -0.9
CN[C@@H]1[C@H](O)[C@H](NC)[C@H]2O[C@@]3(O)C(=O)C[C@@H](C)O[C@H]3O[C@@H]2[C@H]1O | -4.8 | 0.0 | -2.2 | 0.0 | 92.3 | -8.5 | 24.4 | -4.3 | -2.5
CC(Cc1cccc(C(F)(F)F)c1)NCCOC(=O)c1ccccc1 (stereo unspecified) | 4.6&2.4 | -0.1&0.1 | 2.4&0.1 | -1.4 | 81.5&108.7 | 3.5&0.2 | 8.2&-1.5 | 7.4&2.4 | -1.5&3.4
CN(C)S(=O)(=O)n1cc(/C=C(\NC(=O)c2ccccc2)C(=O)NCCCn2ccnc2)c2ccccc21 | -14.2 | 0.0 | 6.9 | . | 100.0 | -1.5 | 0.9 | 5.7 | 0.3
CCCC(=O)O[C@]1(C(=O)CCl)[C@@H](C)C[C@H]2[C@@H]3CCC4=CC(=O)C=C[C@]4(C)[C@@]3(F)C(=O)C[C@@]21C | -20.8 | 0.1 | 7.6 | -2.2 | 93.4 | 1.8 | 2.0 | 9.1 | 6.5
COc1ccc(C(=O)c2ccccc2)c(O)c1 | -7.0 | 0.0 | 7.5 | 2.4 | 100.5 | -0.8 | 4.2 | 1.9 | 0.7
CCCC1(c2ccccc2)NC(=O)N(CC(=O)N(C)Cc2c(F)cccc2Cl)C1=O (stereo unspecified) | -1.2 | -0.1 | 2.3 | -0.2 | 104.0 | -8.4 | 10.8 | 6.2 | 3.1
O=C(NC1CCN(CCc2c[nH]c3ccccc23)CC1)c1ccccc1 | -11.4 | 0.0 | 1.3 | 1.4 | 90.8 | 2.4 | -14.2 | -1.4 | 5.5
CCN(CC)CC1CCCCN1CC(=O)N1c2ccccc2C(=O)Nc2cccnc21 (stereo unspecified) | -5.5 | -0.2 | 1.0 | 0.0 | 79.2 | -5.5 | 3.6 | 4.9 | 0.0
N=c1nc(N2CCCCC2)cc(N)n1O | -0.8&-18.2 | 0.0&0.3 | 2.8&0.3 | -1.7&0.0 | 95.1&104.2 | 0.2&7.1 | 3.4&1.5 | 1.9&-0.8 | -1.5&0.4
Cc1scc2c1N(C(=O)CN1CCN(C)CC1)c1ccccc1NC2=O | -0.5 | 0.0 | 3.8 | -2.3 | 101.6 | 3.9 | 4.5 | 6.9 | -0.8
CCc1cccc(CC)c1NC(=O)CN(CC(=O)O)CC(=O)O | 1.6 | -0.1 | 1.5 | . | 93.0 | 0.4 | 4.9 | 12.7 | -1.5
CCCCCCCCCCCCCCCC(O)C(N)CO (stereo unspecified) | 24.0 | 0.0 | 2.4 | 0.7 | 93.0 | 1.8 | 5.4 | -3.3 | 3.1
Nc1c2ccccc2nc2ccccc12 | -2.8&-1.8 | -0.1&-0.1 | 2.8&-0.5 | 1.0&-1.5 | 111.4&76.0 | 4.7&-0.4 | -7.3&1.8 | -1.6&2.0 | 1.1&-0.4
O=C(c1ccccn1)N(Cc1cccs1)C1(C(=O)NC2CCCCC2)CCCCC1 | 10.0 | 0.3 | 3.4 | -1.3 | 113.2 | 0.7 | 2.4 | 0.6 | -1.9
O=C(O)c1cc(=O)c2ccccc2o1 | 3.9 | 0.0 | -0.2 | 1.6 | 114.2 | -7.1 | 7.2 | 4.0 | -0.2
CCN(CCCCOC(=O)c1ccc(OC)c(OC)c1)C(C)Cc1ccc(OC)cc1 (stereo unspecified) | 3.5 | 0.0 | 2.9 | -0.9 | 114.2 | 2.2 | -9.4 | -15.7 | 3.2
CC(C)NNC(=O)c1ccncc1 | 2.2 | 0.0 | -1.2 | 2.4 | 99.5 | 6.6 | 0.1 | 4.1 | 2.9
Cc1nc2c3ccccc3nc(NNC(=O)CCC(=O)N3CCN(c4ccccc4F)CC3)n2n1 | 11.0 | 0.0 | 6.7 | -7.7 | 104.9 | -2.3 | 5.2 | 7.3 | -2.3
